Screening results deposited in PubChem by several laboratories.
Yeast lifespan up – compounds extending yeast replicative lifespan, primary screen, S. cerevisiae, OD615; S. cerevisiae growth with nicotinamide; deaD strain in restrictive glucose medium; inhibition of the nicotinamide effect, % at 10 µM; 0.68% of 130,000 active; AID 775, 2007;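 active = inhibition above a set limit, placed 3 SD over the median of all compounds, cut at about 26% in these data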;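 also: 0% = nicotinamide-treated wells and 100% = cells grown without nicotinamide; some compounds called inactive have numbers as strong as hits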
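Assay system: DeaD-strain S. cerevisiae. Medium: CSMM-D glucose medium, restrictive. Reagent: nicotinamide, 1.5 mM, co-present with compound. Compound: 10 µM single point, 0.25% DMSO. Schedule: culture preincubation 4 h, compound exposure 48 h, both 30 °C. Detection: absorbance at 615 nm.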
bCat KO growth – primary screen for growth suppressors in beta-catenin knockout HCT116 cells (colon tumor, human). HCT116 beta-catenin knockout viability, CellTiter-Glo, 60 h; hits give low values. viability, % at 10 µM. 1.5% of 140,000 active;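 active = viability at or under a set limit, the compound median less 4 SD, cut at about 6% in these data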;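 also: 0% = Hyamine 1622 control at 20 µM and 100% = untreated cell control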
E-sel TNF inh – E-selectin induction blockers in HUVEC – imaging, immunofluorescence, high content, primary screen; HUVEC TNFa-induced E-selectin immunofluorescence; 0.71% of 120,000 active; AID 1246, 2008; inhibition, % at 2 µM;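 active = inhibition above the batch mean plus 3 SD, and confirmed as a hit on visual image review, cut at about 43% in these data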;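 also: 0% = TNF-stimulated DMSO wells and 100% = unstimulated control wells; not every result past the cut was called active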
Yeast growth inh – growth inhibitors of yeast BB579 in restrictive medium, primary screen, yeast lifespan-shortening project, S. cerevisiae; OD615, 48 h; inhibition, % at 10 µM; 0.51% of 140,000 active; AID 804, 2007;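 active = inhibition above a set limit, 3 SD over the mean compound inhibition, cut at about 44% in these data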; also: inactives centre near -24
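Assay system – yeast BB579 (DeaD) · Dosing – single compound dose of 10 µM, 0.25% DMSO final · Detection – OD615 turbidity measurement · Buffer or medium – CSMM-D restrictive synthetic medium containing dextrose (glucose) · Benchmarks – positive control amphotericin B 10 µg/mL · Incubation – 48 h exposure, 30 °C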
Phagocytosis inh – inhibitors of macrophage phagocytosis, primary screen, imaging, J774A.1 cells, IgG beads; J774A.1 macrophage IgG-bead phagocytosis; inhibition, % at 5 µM; 0.07% of 110,000 active;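 active = inhibition above the mean of the plate negative controls plus 5 SD, cut at about 13% in these data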;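 also: phagocytic index as fraction of beads internalized from green versus red external bead signal; plate controls were DMSO negative control for no effect and cytochalasin-D positive control for full effect; some results beyond the cut were filed as inactive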
GALR2 antag – GALR2 antagonists in receptor-expressing cells, primary screen; antagonist mode; inhibition, % at 4 µM; 0.39% of 140,000 active; AID 828, 2007; in the data active = inhibition above about 27%;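 also: cells stimulated with galanin 1-16 at roughly its EC80; 0% = agonist challenge control and 100% = basal control without agonist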
Target sequence (O43603 whole entry, looked up): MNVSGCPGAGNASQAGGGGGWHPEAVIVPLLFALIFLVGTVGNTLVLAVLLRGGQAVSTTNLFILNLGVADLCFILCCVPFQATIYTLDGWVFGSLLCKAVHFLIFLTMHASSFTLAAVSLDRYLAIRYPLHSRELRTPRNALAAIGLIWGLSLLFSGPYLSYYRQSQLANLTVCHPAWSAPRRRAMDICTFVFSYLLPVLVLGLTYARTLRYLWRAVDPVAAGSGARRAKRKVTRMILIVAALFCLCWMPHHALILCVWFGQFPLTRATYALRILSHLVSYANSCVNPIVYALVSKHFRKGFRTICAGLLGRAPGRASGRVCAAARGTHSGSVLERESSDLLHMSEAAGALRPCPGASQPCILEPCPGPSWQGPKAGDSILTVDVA
Measles CPE – compounds protecting cells from measles virus cytopathic effect, primary screen, measles RdRp inhibitor project, single point, MLSMR library, absorbance; Measles virus-infected cells, CPE protection; 1.5% of 140,000 active; protection (pct of control), % at 4 µM; in the data active = protection mostly above about 24%, no sharp cut-off; inactive = mostly below about 26%; also: some compounds called inactive have numbers as strong as hits
MRP-1 activ – H69AR viability gain despite doxorubicin, primary screen, MRP-1 activator project, H69AR cells, CellTiter-Glo; viability rescue; viability increase, % at 10 µM; 0.61% of 140,000 active;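 active = viability gain under doxorubicin at or above a set limit, the compound median plus 3 SD, cut at about 4.7% in these data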;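 also: MRP-1 overexpressing cells given doxorubicin 25 µM after compound pretreatment; 18-22 h compound pretreatment then 72 h with doxorubicin before readout; 0% = doxorubicin-only wells and 100% = vehicle-treated cells without doxorubicin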
NPY Y2 blocker – NPY-Y2 receptor antagonists, primary screen, cell-based; AID 793, 2007; inhibition, % at 2.7 µM; 0.99% of 140,000 active; Neuropeptide Y receptor type 2 (Homo sapiens), P49146; NPY-Y2 expressing cells, antagonist mode; in the data active = inhibition above about 17%;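 also: 0% = vehicle with agonist challenge and 100% = reference antagonist with challenge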
Target sequence (P49146 whole entry, looked up): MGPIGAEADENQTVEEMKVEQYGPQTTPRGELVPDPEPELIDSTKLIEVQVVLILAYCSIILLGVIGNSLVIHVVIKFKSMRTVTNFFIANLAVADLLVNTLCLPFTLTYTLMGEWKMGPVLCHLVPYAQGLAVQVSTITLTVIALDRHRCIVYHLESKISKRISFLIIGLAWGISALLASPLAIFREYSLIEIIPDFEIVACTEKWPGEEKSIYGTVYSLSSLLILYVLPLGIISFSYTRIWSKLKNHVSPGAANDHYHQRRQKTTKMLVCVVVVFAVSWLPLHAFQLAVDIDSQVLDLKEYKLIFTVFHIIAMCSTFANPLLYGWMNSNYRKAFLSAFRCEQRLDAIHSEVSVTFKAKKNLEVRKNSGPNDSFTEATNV
HCT116 PTEN-null – growth suppression of PTEN-null HCT116, primary screen, cell-based, CellTiter-Glo; HCT116 PTEN-null viability, 60 h; hits give low values; AID 827, 2007; viability, % at 10 µM; 1.2% of 140,000 active;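 active = viability at or below a set limit, 4 SD under the median of all tested compounds, cut at about 3.7% in these data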;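 also: PTEN knockout HCT116 line with beta catenin targeted HCT116 as companion control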
Numbers without * were called inactive; . = not tested or not shown; & = joins results of further samples. This is a random part of the collection. About 6.1% of those tested had a hit in this group.

structure	Yeast lifespan up	bCat KO growth	E-sel TNF inh	Yeast growth inh	Phagocytosis inh	GALR2 antag	Measles CPE	MRP-1 activ	NPY Y2 blocker	HCT116 PTEN-null
COc1ccccc1NC(=O)Cc1cccs1	-9	97	-8	-25	0	-9	7	-3.2	11	98
COc1ccc(C(=O)NC(C(=O)NCC(=O)Nc2c(C)cccc2C)C(C)C)cc1 (centres undefined)	0	94	15	-1	-2	3	6	-1.0	1	90
CCOC(=O)/N=C(/NC(=O)Nc1ccc(C(=O)OCC)cc1)OC	-10	105	-23	-36	-1	-11	12	0.4	5	106
COc1ccc2c(c1)c1ncn(CCN3CCCCC3)c(=O)c1n2C	-8	97	13	-66	1	7	4	-1.4	3	104
Cc1ccc(S(=O)(=O)NC(C)C(c2cccs2)N2CCOCC2)cc1 (centres undefined)	0	93	20	13	.	2	5	-2.3	1	100
O=C(c1ccccc1)n1ccc(-c2cnc(-c3ccccc3)s2)n1	-1	88	3	-15	-1	-9	7	-4.1	-2	90
O=C(O)CCC(=O)Nc1ccccc1C(=O)NC1CCCCC1	-4	106	-8	-32	-2	14	6	-1.0	0	104
CCn1c(SCC(=O)NCCc2ccccc2)nc2c(c1=O)SC(C)C2 (centres undefined)	-9	87	5	11	1	3	20	-1.0	0	89
CSCCNC(=O)c1ccc(C(C)(C)C)cc1	-16	81	-14	0	-2	-6	4	0.0	-2	88
CNC(=S)NNC(=O)COc1cccc(C)c1C	.	91	.	-13	.	-3	19	-0.6	4	90
O=C(CS(=O)(=O)Cc1ccccc1)Nc1ncccn1	3	103	-34	-46	2	-6	15	0.3	1	112
CCCC(OC(=O)CN1C(=O)COc2ccccc21)C(=O)NC1CCCC1 (centres undefined)	-9	96	-22	-23	.	5	6	-3.2	11	83
COc1ccc(C2=NOC(C(=O)NCc3cccs3)C2)cc1OC (centres undefined)	-4	22	.	-13	0	-5	4	-4.7	7	21
COc1cc(S(=O)(=O)N(C)C)ccc1F	-8	86	14	-3	.	7	5	-1.4	-1	92
CCOc1ccc(NC(=S)Nc2cc(-c3ccccc3)[nH]n2)cc1	-4	92	-24	-19	.	-5	3	-0.9	0	98
CC(=O)c1ccc(N2CCN(C(=O)c3ccc(OCc4c(C)noc4C)cc3)CC2)cc1	-9	83	.	-32	0	-5	6	-3.1	4	91
CCc1c(O)nc(SC2CC(=O)N(c3ccccc3)C2=O)[nH]c1=O (centres undefined)	-12	86	-1	-21	.	-7	3	-0.6	1	97
COCCN(C(=O)c1ccco1)c1nnc(-c2ccc(OC)c(OC)c2)s1	.	89	1	-14	.	-1	7	-0.3	3	95
CCOC(=O)c1sc(N/N=C/c2ccccc2)nc1C	-2	90	0	-34	-7	-3	9	0.6	-1	90
CCN(CC)C(=O)CSc1nc2ccccc2c(=O)n1-c1ccccc1OC	-5	93	-9	-29	0	7	19	-0.8	4	108
COc1ccc(NC2c3ccccc3C(=O)N2c2ccccn2)cc1Cl (centres undefined)	5	81	.	11	0	5	16	-2.4	5	101
Cc1cccc(NC(=O)C(=O)NCc2ccccn2)c1	-32	94	-13	-10	-4	6	5	-0.8	3	96
CCOc1ccc(CN2C(=O)c3ccccc3C2=O)cc1C(=O)Nc1nnc(SCC)s1	2	8	19	-43	-4	-1	2	-2.6	4	20
CC1CCN(C(=O)CSc2nnc(CNC(=O)c3ccco3)o2)CC1	-4	98	1	-55	0	-16	6	0.3	1	108
Cc1cc(Cl)ccc1OCC(=O)NCCCn1ccnc1	2	91	0	-24	-2	4	8	-1.4	3	93

The listing continues.
structure	Yeast lifespan up	bCat KO growth	E-sel TNF inh	Yeast growth inh	Phagocytosis inh	GALR2 antag	Measles CPE	MRP-1 activ	NPY Y2 blocker	HCT116 PTEN-null
Cc1ccc2nc(NC(=O)CSc3nc4ccccc4o3)sc2c1	-17	92	-9	-58	0	0	4	-1.9	4	96
COc1ccc(/C=N/NC(=O)CNC(=O)C2COc3ccccc3O2)cc1OC (centres undefined)	-3	98	17	-37	-7	6	5	-1.4	-1	108
Cc1nn(Cc2ccccc2Cl)c(C)c1C(=O)NCCN1C(=O)S/C(=C\c2ccccc2)C1=O	-2	101	.	-15	-4	1	24	1.7	22*	103
Cn1c(=O)c(=O)n(C)c2cc(S(=O)(=O)Nc3ccc(OC(F)(F)F)cc3)ccc21	-9	91	2	-81	-1	-3	5	-0.2	1	95
CCc1ccc(N2CC(C(=O)NCc3ccco3)CC2=O)cc1 (centres undefined)	.	94	-6	-40	.	6	7	-2.0	1	92
O=C(NCC(=O)N1CCN(c2ncccn2)CC1)c1cccs1	-8	109	8	-57	1	6	3	-1.8	0	99
CCOC(=O)C1=C(C)C(c2cccc(Oc3ccccc3)c2)NC(=S)N1 (centres undefined)	0	54	.	-34	1	-6	21	-3.9	1	61
Cc1cc(NC(=O)C2CCCCC2C(=O)O)no1 (centres undefined)	-3	89	5	-3	2	12	11	-0.9	2	98
COCCNS(=O)(=O)c1ccc(OCC(=O)OC)c(Cl)c1	-2	103	-2	-12	0	-2	9	0.5	2	108
O=C(CCN1C(=O)COc2ccccc21)NCc1cccs1	-2	104	.	-41	.	1	26	-0.6	-1	93
COc1cccc(N(CC(=O)O)S(=O)(=O)c2ccccc2)c1	-4	101	4	-15	1	4	8	-1.7	1	98
O=C1CSC(=NC2CCCCC2)N1	2	76	-21	28	-3	-3	7	-0.6	-1	97&93
O=C(Cn1nc(C(F)(F)F)c2c1CCC2)Nc1ccccc1C(F)(F)F	.	85	-10	-20	.	-1	13	-3.0	6	87
COCC(=O)N(C)c1nnc(-c2ccccn2)s1	-14	93	-3	-10	0	0	3	-1.6	5	101
CCC(=O)NCCCCCCCCCNC(=O)CC	9	98	.	-18	.	15	8	-1.5	7	94
CN(C(=O)c1cccnc1)c1nnc(-c2ccccn2)s1	-23	95	2	-14	-1	-10	5	-0.7	1	98
COc1ccccc1-c1cc(C(=O)NCCN2CCOCC2)no1	-5	102	13	-14	-4	8	5	0.6	2	96
Cn1cc(C(=O)N/N=C/C=C/c2ccccc2)ccc1=O	1	93	.	8	-13	6	26	-1.7	-1	95
O=C(Nc1ccc(N2CCCCC2)cc1)c1ccccc1	-20	86	.	-68	0	9	28	-0.8	1	96
COc1ccc(NC(=O)CN2CCN(CC(=O)Nc3ccc4c(c3)OCO4)CC2)cc1	-4	100	-4	-64	10	2	14	-0.7	2	105
COc1cc(NC(=O)c2cc3ccccc3o2)c(OC)cc1Cl	-14	82	-14	-23	-1	-13	3	-4.0	8	78
CSc1ccc(/C=C/C(=O)c2ccc(NC(=O)C(C)C)cc2)cc1	-7	7	-22	-3	-4	0	4	-6.0	9	8
COc1ccc(NC(=O)Nc2ccc(OC)cc2)cc1	-13	82	6	-28	-1	8	11	-0.7	4	90
Cc1cccc(Cn2c(Cc3ccccc3)nc3ccccc32)c1	9	75	-13	-2	-10	-1	14	-3.1	4	73
CN(c1ccccc1C(=O)Nc1ccc(S(=O)(=O)N2CCOCC2)cc1)S(=O)(=O)c1ccccc1	-3	73	.	-53	3	-3	9	-0.8	1	81

(listing goes on)
structure	Yeast lifespan up	bCat KO growth	E-sel TNF inh	Yeast growth inh	Phagocytosis inh	GALR2 antag	Measles CPE	MRP-1 activ	NPY Y2 blocker	HCT116 PTEN-null
CCOc1cccc(C(=O)N(Cc2ccc(F)cc2)C2CCS(=O)(=O)C2)c1 (centres undefined)	-5	94	3	-24	-1	-5	3	-3.4	3	97
COc1ccc(/C=C/C(=O)c2ccc(OC)cc2O)cc1	-5	73	.	-54	.	-3	5	-3.4	4	75
Cc1nc(NC(=O)c2cc(-n3cnnc3)ccc2Cl)ccc1Br	.	80	-4	2	.	0	2	-2.9	1	77
c1cc2c(cc1Nc1nc(-c3ccc4c(c3)OCO4)cs1)OCCO2	-19	100	-6	-52	1	0	3	0.9	2	92
CS(=O)(=O)N(C(=O)NC(=O)NC1CCS(=O)(=O)C1)C1CCCCC1 (centres undefined)	1	97	3	-17	-2	7	3	-1.5	1	91
CC(C)(Oc1ccc(Br)cc1)C(=O)N1CCc2ccccc21	-5	77	-21	-40	-1	2	6	-3.8	1	70
COc1ccc(CC(NC(C)=O)C(=O)NC2CCN(c3c4c(nc5ncnn35)CCC4)CC2)cc1 (centres undefined)	.	88	-93	-11	0	10	10	-1.7	1	96
COc1ccccc1OCc1nnc(SCC(=O)NCc2ccco2)n1Cc1ccco1	-8	100	-35	-42	0	-11	3	-0.6	2	105
Cc1[nH]c2ccccc2c1C(=O)CNc1nccs1	-5	90	-6	-24	1	17	5	-2.8	1	86
COc1ccc(CN2C(=O)c3ccccc3C2=O)cc1C(=O)Nc1ccc(C)cc1C	7	74	.	-39	-9	0	20	-4.3	0	75
COc1ccc(S(=O)(=O)N2CCN(C(=O)[C@@H]3CCC(=O)N3C3OC(=O)c4ccccc43)CC2)cc1 (some centres undefined)	-6	92	-2	1	-1	6	7	-1.8	1	92
